# Screening results (PubChem)
# TcdB GH inh – TcdB glycohydrolase inhibitors, primary screen, biochemical, single point, plate reader; 0.24% of 350,000 active; TcdB glycohydrolase enzymatic assay; inhibition, % at 9.99 µM; Toxin B (Clostridioides difficile), P18177; in the data active means inhibition above about 10%
# PrPC surface inh – inhibitors of human cell surface prion protein PrPC, primary screen, cell-based, TR-FRET; Major prion protein (Homo sapiens), P04156; TR-FRET read-out; inhibition, % at 13.8 µM; 0.43% of 370,000 active; AID 720596, 2013; in the data active means inhibition above about 24%; further: 0% = median of the test wells and 100% = reference compound wells
# Y pestis TopoI – Yersinia pestis topoisomerase I inhibitors, primary screen, biochemical, cleavage product accumulation, plate reader, single point | 0.064% of 360,000 active | Y. pestis Topo-I cleavage product accumulation | AID 504884, 2011 | activity, % at 10 µM | DNA topoisomerase I (Yersinia pestis CO92); in the data active means activity above about 50%, passing the limit was not always enough; inconclusive means no clear call, values can overlap the other calls; further: inactives centre near 2
# PfHsp40 rescue – rescue of yeast from PfHsp40 toxicity, primary screen, S. cerevisiae, ATP luminescence | S. cerevisiae expressing PfHsp40, growth rescue | 0.68% of 340,000 active | growth rescue, % at 12.5 µM | AID 504582, 2011; in the data active means growth rescue above about 28%, passing the limit was not always enough; inconclusive means no clear call, values can overlap the other calls;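 further: yeast W303a lacking pdr1 and pdr3 grown in galactose medium; growth measured after three days at 30 °C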
# CCHFV vOTU inh – CCHFV vOTU protease inhibitors, primary screen, biochemical, Pep-AMC substrate, fluorescence; inhibition, % at 11.5 µM; 0.55% of 370,000 active; AID 651958, 2012; in the data active means inhibition above about 30%; further: 0% = vehicle wells with enzyme and 100% = no enzyme wells
# FadD28 binding – inhibitors of FadD28 bisubstrate probe binding, primary screen, biochemical, fluorescence polarization, single point; Mycobacterium tuberculosis FadD28 fatty-acid-AMP ligase; inhibition, % at 12.5 µM; 0.22% of 360,000 active; in the data active means inhibition above about 8.5%, passing the limit was not always enough; inconclusive means no clear call, values can overlap the other calls
# BoNT-F LC inh – BoNT/F light chain protease inhibitors, primary screen, biochemical, flow cytometry, MLPCN library; Multiplex microsphere protease cleavage assay; inhibition, % at 10 µM; AID 588497, 2011; 0.22% of 360,000 active; in the data active means inhibition above about 35%, passing the limit was not always enough; inconclusive means no clear call, values can overlap the other calls; further: plate controls were buffer without enzyme for full effect and enzyme alone for no effect
# BoNT A protease – BoNT/A light chain protease inhibitors, primary screen, biochemical, flow cytometry, MLPCN library. Botulinum neurotoxin type A light chain protease (Clostridium botulinum A str. ATCC 3502). multiplex microsphere protease substrate cleavage. inhibition, % at 10 µM. 0.17% of 360,000 active. AID 588499, 2011; further: plate controls were buffer without enzyme for full effect and enzyme alone for no effect
# Anthrax LF inh2 – Bacillus anthracis LF protease inhibitors, primary screen, biochemical, multiplex microsphere, MLPCN library. multiplex microsphere protease cleavage assay. 0.12% of 360,000 active. inhibition, % at 10 µM; further: plate controls were buffer without enzyme for full effect and enzyme alone for no effect
# Target sequence (P15917 whole entry, looked up): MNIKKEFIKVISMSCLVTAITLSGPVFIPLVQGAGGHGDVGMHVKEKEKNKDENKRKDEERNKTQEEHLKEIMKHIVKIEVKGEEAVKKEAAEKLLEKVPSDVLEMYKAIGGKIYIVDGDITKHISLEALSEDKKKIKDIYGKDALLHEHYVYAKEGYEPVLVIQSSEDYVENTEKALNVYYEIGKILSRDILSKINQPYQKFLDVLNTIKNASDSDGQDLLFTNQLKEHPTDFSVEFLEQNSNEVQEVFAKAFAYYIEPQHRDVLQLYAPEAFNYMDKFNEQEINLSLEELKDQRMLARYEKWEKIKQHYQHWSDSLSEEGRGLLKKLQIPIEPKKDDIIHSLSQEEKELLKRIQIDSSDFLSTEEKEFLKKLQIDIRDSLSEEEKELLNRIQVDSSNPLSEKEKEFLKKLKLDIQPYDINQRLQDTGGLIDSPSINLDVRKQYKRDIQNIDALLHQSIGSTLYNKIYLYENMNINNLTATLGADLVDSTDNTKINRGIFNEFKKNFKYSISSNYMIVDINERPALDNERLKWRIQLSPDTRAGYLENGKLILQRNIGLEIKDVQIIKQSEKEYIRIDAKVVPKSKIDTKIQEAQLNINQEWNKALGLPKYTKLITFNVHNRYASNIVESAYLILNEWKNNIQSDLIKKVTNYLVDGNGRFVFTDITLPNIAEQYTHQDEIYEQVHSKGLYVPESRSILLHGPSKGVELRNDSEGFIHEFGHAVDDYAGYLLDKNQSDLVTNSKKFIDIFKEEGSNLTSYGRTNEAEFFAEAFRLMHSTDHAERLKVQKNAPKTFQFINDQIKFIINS
# * hit, by the source's call; ? = inconclusive; · = no result given. Unless noted, no stated cut-off is given here; in the data, active means inhibition above about 30%; inconclusive means no clear call, values can overlap the other calls; inactive means below that. Compounds were not picked by outcome. Share with any hit: about 2.3%.
SMILES,TcdB GH inh,PrPC surface inh,Y pestis TopoI,PfHsp40 rescue,CCHFV vOTU inh,FadD28 binding,BoNT-F LC inh,BoNT A protease,Anthrax LF inh2
CC(=O)c1ccccc1NC(=O)Cn1c(=O)cnc2ccccc21,0.8,-8,-6,0.6,2,0.0,-2,1.7,-2
N#C/C(=C(/O)c1cc2ccccc2o1)c1nc2ccccc2s1,1.1,2,-1,0.4,-8,2.2,-4,0.0,-6
CCC(=O)Nc1ccc(C(=O)NNC(=O)c2cc(OC)c(OC)c(OC)c2)cc1,1.3,4,-13,-1.2,-11,-3.8,-4,-0.6,-5
CC(NS(=O)(=O)c1ccc(F)cc1)C(=O)NCc1ccncc1 (configuration not stated),·,-3,-3,1.3,4,-0.6,6,0.0,0
O=c1[nH]c(C2CCN(S(=O)(=O)Cc3ccccc3)CC2)nc2c1nnn2Cc1ccccc1,-1.1,1,30,-0.6,-1,0.3,-17,0.3,2
Cc1cccc(NC(=O)C2CCN(S(=O)(=O)c3cccs3)CC2)n1,·,-1,-2,-1.7,1,0.4,-5,?,0
COc1ccc(C2(C(=O)N3CCOCC3)CCOCC2)cc1OC,·,4,0,0.1,8,-1.2,0,-1.1,-1
O=C(COc1ccc(S(=O)(=O)N2CCOCC2)cc1)NCc1ccco1,0.0,-2,-3,0.0,-2,0.0,-2,-0.5,-4
CC1CCCN(S(=O)(=O)c2ccc(C(=O)NC(C)c3ccccc3)cc2)C1 (configuration not stated),1.4,24,17,0.8,7,-1.1,-8,1.1,-5
c1ccc2oc(-c3[nH]ncc3CN(Cc3ccncc3)CC3CCCO3)cc2c1 (configuration not stated),1.3,2,0,-1.2,-3,-3.4,3,0.4,-2
Cc1c(NC=C(C#N)C#N)c(=O)n(-c2ccccc2)n1C,2.0,5,-2,-0.2,11,-2.1,-7,-2.2,-2
O=C(Nc1ccc(F)c(Cl)c1)c1cc(-c2ccco2)on1,-0.1,8,-8,-0.1,12,·,0,0.4,-1
Cc1nn(CC(=O)OCCOc2ccc(Br)cc2)c(C)c1[N+](=O)[O-],2.0,3,17,-0.6,-8,-1.7,-1,-0.1,-7
Oc1ccc(N=Nc2ccc3c(c2)OCCO3)c2ncccc12,0.9,5,-9,1.4,2,-2.9,-26,-2.5,-9
Cc1cnc(C(=O)Nc2cc(S(=O)(=O)N3CCOCC3)ccc2N2CCN(C)CC2)cn1,1.2,-7,-15,-1.3,-2,-1.0,-1,0.3,-1
O=C(CCc1c[nH]c2ccccc12)NC1CC1,·,-4,2,0.5,0,2.1,-12,0.2,-4
Cc1ccc2cc(/C=C/C(=O)c3ccco3)c(Cl)nc2c1,0.7,1,3,·,-7,-3.4,-10,0.2,0
N/C(=N\NC(=O)c1cccs1)c1cc2cc(Cl)ccc2oc1=O,3.5,1,-4,-0.4,-5,-2.2,-5,-0.3,1
COc1ccc(/C=C2\SC(N3CCCCC3)=NC2=O)cc1OC,1.1,-19,11,-2.1,0,-1.1,-1,3.3,2
CCSc1ccc(/C(N)=N/OC(=O)c2cccs2)cn1,1.0,6,-5,3.4,8,-2.2,-1,1.0,-4
COC(=O)CSc1nnc(CNc2nc(-c3ccccc3)cs2)n1C,·,6,14,-0.1,-7,-4.2,-1,-0.5,4
Cc1ccc(C(=O)N/N=C/c2cccnc2)cc1Cl,0.4,-1,0,·,-5,-3.1,-2,-0.3,-1
O/N=C/c1ccc2ccccc2c1,1.7,5,-10,1.0,4,-2.8,-1,-0.7,-3
N#Cc1c2c(c(-c3ccco3)[nH]c1=O)CCCC2,·,-10,-3,-0.8,12,-0.8,-1,-0.7,-5
O=C(CSc1nnc2ccccn12)NNC(=O)c1ccccc1F,5.3,-1,-2,-2.1,3,-0.7,2,0.4,0
# (list continues)
SMILES,TcdB GH inh,PrPC surface inh,Y pestis TopoI,PfHsp40 rescue,CCHFV vOTU inh,FadD28 binding,BoNT-F LC inh,BoNT A protease,Anthrax LF inh2
O=C(O)c1ccc(S(=O)(=O)N2CCOCC2)o1,1.0,-2,-7,-1.4,-15,1.5,2,1.2,0
COc1cc(CN2CCC(n3nccc3NC(=O)C3CCOC3)CC2)ccc1F (configuration not stated),-0.1,-3,-1,1.8,5,0.8,·,·,·
Cc1cc2c(cc1C)C(c1ccsc1)CC(=O)N2 (configuration not stated),0.9,1,0,-0.8,0,-3.6,3,-0.1,-3
O=C(O)c1ccc(CSCc2c(F)cccc2Cl)o1,·,5,3,-0.9,7,-2.3,-1,-1.7,2
Cn1c(=O)c2c(nc(N3CCN(c4ccccn4)CC3)n2Cc2ccccc2Cl)n(C)c1=O,·,0,23,-0.6,-8,-0.1,7,?,1
Cc1ccc2nc(NC(=O)c3ccc(-c4nc5ccccc5s4)s3)sc2c1,1.4,-5,-5,0.4,-3,-0.7,-5,0.9,9
CC(=O)c1coc2ccc(OCC(=O)O)cc12,·,5,-4,-0.9,-1,1.6,-12,-0.3,-16
COc1ccc(N2CC(C(=O)N(CC(C)C)c3c(N)n(Cc4ccccc4)c(=O)[nH]c3=O)CC2=O)c(OC)c1 (configuration not stated),-0.6,2,-3,0.7,2,-1.0,-4,-0.6,-2
Cc1cccc(NC(=O)CCN2C(=O)C3C4CCC(C4)C3C2=O)c1C (configuration not stated),·,-3,3,-0.1,-12,-0.6,10,1.7,-3
O=[N+]([O-])c1ccc(C2=Nc3cc(Cl)ccc3OC2)cc1,-1.6,-9,-12,0.4,3,-0.3,3,9.2,0
CCOC(=O)Cn1c(=N)n(Cc2ccccc2F)c2ccccc21,·,-1,6,-1.2,0,2.7,1,-0.1,2
Cc1ccc(S(=O)(=O)N2CCN(C(=O)COC(=O)COc3ccc(Cl)cc3C)CC2)c(C)c1,1.2,-4,45,-0.2,5,-3.9,-14,-4.9,-5
COc1ccc(C2c3[nH]c4ccccc4c3CCN2C(=O)Cc2nonc2C)c(F)c1 (configuration not stated),1.4,10,-4,0.7,9,-3.6,0,-0.9,-1
COCCN(C(=O)CSc1nnc(Nc2ccc(C)cc2)s1)c1c(N)n(CC(C)C)c(=O)[nH]c1=O,2.4,0,11,-0.5,18,-2.0,-4,-0.6,-3
CCn1c(/C=C/c2ccccc2[N+](=O)[O-])nc2ccccc2c1=O,-0.1,-11,1,2.3,2,-1.2,-31,-4.4,-3
CC(C)c1ccc(NC(=O)Nc2nc(C(N)C(C)C)cs2)cc1 (configuration not stated),-0.4,-6,-23,·,-6,-0.2,-25,-0.2,-9
Cc1ccccc1NS(=O)(=O)c1cc(C(=O)Nc2cccnc2)ccc1C,-0.3,-2,9,0.3,0,-5.7,0,0.5,0
Cn1c(O)c(C=Nc2ccc(N3CCOCC3)cc2)c(=O)n(C)c1=S,-0.3,4,1,68*,20,2.4,4,1.1,3
O=c1cc(N2CCCCCC2)[nH]c(=O)n1-c1ccccc1Cl,·,-5,3,-1.0,-6,0.4,-2,-0.2,1
CCOC(=O)/C(=C/c1ccc(OC(=O)c2ccncc2)cc1)C(C)=O,1.4,0,-1,-0.5,-4,-3.0,-7,-1.6,-6
CC(Oc1ccccc1)C(=O)Nc1nnc(S(=O)(=O)Nc2ccccc2)s1 (configuration not stated),-2.2,0,-4,0.6,5,-2.5,-1,-1.0,4
CCC(Oc1ccc2c(c1)C(=O)CC(C)(C)O2)C(=O)NCCN1CCCCCC1 (configuration not stated),·,-2,2,7.0,-99,-5.8,?,1.3,-6
O=C(CSc1ccc2c(c1)OCCO2)NCCc1ccc(Cl)cc1Cl,·,6,48,4.6,9,-3.3,-7,-0.5,-3
CC(C)c1ccc(NC(=O)C2(C)Cc3c(-c4ccccc4)ccnc3O2)cc1 (configuration not stated),0.2,-1,20,·,0,-3.6,1,0.2,1
CCOC(=O)N1CCN(C(=O)C2CCN(S(=O)(=O)c3c(C)cc(C)cc3C)CC2)CC1,·,-4,22,0.0,6,-2.2,-5,-1.6,2
# (next part)
SMILES,TcdB GH inh,PrPC surface inh,Y pestis TopoI,PfHsp40 rescue,CCHFV vOTU inh,FadD28 binding,BoNT-F LC inh,BoNT A protease,Anthrax LF inh2
CC(C)CCN1C(=O)c2ccc(C(=O)N3CCCCC3)cc2C1=O,2.2,-1,9,-1.8,-5,-1.4,1,?,-5
CCn1c(CNC(=O)c2cc(OC)c(OC)c(OC)c2)cc2cc(C)ccc21,1.4,9,3,-0.9,6,·,-8,-2.9,-8
O=S(=O)(NCc1cccnc1)c1ccc2c(c1)OCCO2,·,2,0,-1.1,-14,-2.9,-8,-0.7,-2
Cc1ccc(Cl)c2sc(NC(=O)C3=COCCO3)nc12,-0.9,-8,-1,6.8,-2,-2.5,-2,0.9,4
CCCCOc1ccc(C(=O)NCCN2CCC(n3c(=O)[nH]c4ccccc43)CC2)cc1,-2.1,-20,·,·,-6,·,-15,0.2,-2
CC(OC(=O)COc1ccccc1[N+](=O)[O-])C(=O)Nc1ccc(N2CCOCC2)cc1 (configuration not stated),0.8,-1,-2,-1.7,-5,-3.3,-4,-0.7,-2
Cc1cc(C)c2c(=O)c3c(oc2c1)C(=O)N(CCO)C3c1cccc(O)c1 (configuration not stated),·,-8,1,-0.9,-3,-2.3,2,0.6,4
CCN(CC)S(=O)(=O)c1ccc(NC(=O)c2cc(C(=O)OC)cc([N+](=O)[O-])c2)cc1,0.7,-7,4,0.3,9,-1.3,-3,-0.3,2
CC1=NN(C(=O)c2ccccc2Br)C(O)(c2ccc(Cl)cc2)C1 (configuration not stated),0.7,8,6,-0.6,5,0.7,9,0.2,-1
CCCCn1c(SCC(=O)NC(C)(C)C)nnc1-c1ccco1,1.4,-4,4,-0.2,-12,-1.1,-4,-0.1,-4

# Molecules above that contain fluorine, in the order listed:
SMILES,TcdB GH inh,PrPC surface inh,Y pestis TopoI,PfHsp40 rescue,CCHFV vOTU inh,FadD28 binding,BoNT-F LC inh,BoNT A protease,Anthrax LF inh2
CC(NS(=O)(=O)c1ccc(F)cc1)C(=O)NCc1ccncc1 (configuration not stated),·,-3,-3,1.3,4,-0.6,6,0.0,0
O=C(Nc1ccc(F)c(Cl)c1)c1cc(-c2ccco2)on1,-0.1,8,-8,-0.1,12,·,0,0.4,-1
O=C(CSc1nnc2ccccn12)NNC(=O)c1ccccc1F,5.3,-1,-2,-2.1,3,-0.7,2,0.4,0
COc1cc(CN2CCC(n3nccc3NC(=O)C3CCOC3)CC2)ccc1F (configuration not stated),-0.1,-3,-1,1.8,5,0.8,·,·,·
O=C(O)c1ccc(CSCc2c(F)cccc2Cl)o1,·,5,3,-0.9,7,-2.3,-1,-1.7,2
CCOC(=O)Cn1c(=N)n(Cc2ccccc2F)c2ccccc21,·,-1,6,-1.2,0,2.7,1,-0.1,2
COc1ccc(C2c3[nH]c4ccccc4c3CCN2C(=O)Cc2nonc2C)c(F)c1 (configuration not stated),1.4,10,-4,0.7,9,-3.6,0,-0.9,-1
